TRPC4 PAM: allosterically enhances the mouse TRPC4 cation channel; B-score at 10 µM; AID 2227; Q9QUQ5; 0.42% of 310,000 active; HEK293 TRPC4beta/mu-opioid, DAMGO EC20, Fluo-4 Ca2+ flux; hits give high values;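 active = B-score of calcium response area above 5 SD of library B-scores, with initial fluorescence ratio within 5 SD of library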;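 note: B-score of integrated fluorescence ratio over time as area under calcium response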
Target sequence (Q9QUQ5 whole entry, looked up): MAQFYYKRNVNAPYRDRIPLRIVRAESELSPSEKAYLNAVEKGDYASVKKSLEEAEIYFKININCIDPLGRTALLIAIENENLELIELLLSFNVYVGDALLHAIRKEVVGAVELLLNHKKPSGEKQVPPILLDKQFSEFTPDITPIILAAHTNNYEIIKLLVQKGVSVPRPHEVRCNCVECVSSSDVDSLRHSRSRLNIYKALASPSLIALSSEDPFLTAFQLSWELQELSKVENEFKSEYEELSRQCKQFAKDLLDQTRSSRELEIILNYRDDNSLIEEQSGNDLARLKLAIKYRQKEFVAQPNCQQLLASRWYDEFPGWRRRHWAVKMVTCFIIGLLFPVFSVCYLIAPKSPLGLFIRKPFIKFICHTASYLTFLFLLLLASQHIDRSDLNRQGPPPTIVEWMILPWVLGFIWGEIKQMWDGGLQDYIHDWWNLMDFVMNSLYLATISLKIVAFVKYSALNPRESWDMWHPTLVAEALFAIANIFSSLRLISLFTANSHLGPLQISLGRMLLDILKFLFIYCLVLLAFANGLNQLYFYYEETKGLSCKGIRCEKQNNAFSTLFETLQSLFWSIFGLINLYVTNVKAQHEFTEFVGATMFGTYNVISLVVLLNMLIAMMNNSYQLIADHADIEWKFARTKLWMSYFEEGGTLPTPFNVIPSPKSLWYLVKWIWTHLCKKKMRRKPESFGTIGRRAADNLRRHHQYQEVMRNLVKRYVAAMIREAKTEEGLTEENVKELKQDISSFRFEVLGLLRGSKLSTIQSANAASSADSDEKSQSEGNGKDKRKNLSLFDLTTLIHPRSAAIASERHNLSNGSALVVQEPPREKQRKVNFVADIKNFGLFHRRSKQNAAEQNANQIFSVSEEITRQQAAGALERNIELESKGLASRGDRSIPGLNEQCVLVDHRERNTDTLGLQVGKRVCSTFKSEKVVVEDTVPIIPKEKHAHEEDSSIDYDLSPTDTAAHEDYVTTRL
TRPC6 act: activates the mouse TRPC6 cation channel | Q61143 | HEK293-TRPC6 membrane potential dye fluorescence; hits give high values | B-score at 10 µM | 0.13% of 310,000 active | AID 2550;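 active = B-score of the integrated fluorescence ratio above library mean plus 3 SD, and starting fluorescence ratio within library mean plus 5 SD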;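 note: higher score means more depolarization so channel activation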
SKKanGAS inh: blocks kanamycin growth of S. pyogenes SKKanGAS strain; 1.3% of 300,000 active; AID 1662; inhibition, % at 7.5 µM; BacTiter-Glo, 6 h;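 active = mean replicate score, as percent of positive control median, at least 50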;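 note: strain carries kanamycin resistance gene driven by streptokinase promoter and grows in 40 µg/ml kanamycin; loss of luminescence reflects streptokinase promoter inhibition or plain growth inhibition; 0% = median of DMSO wells and 100% = positive control at its reference dose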
MrgX1 antagonist: human MrgX1 receptor antagonism, primary screen | B-score at 10 µM | Q96LB2 | MRGX1-HEK293 calcium flux, Fluo-4, BAM8-22 antagonism; hits give low values | 1.3% of 310,000 active | AID 588676;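 active = calcium-response B-score plate-corrected more than 3 library SD below zero, starting fluorescence within 5 deviations, no agonist response on first addition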;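 note: peak minus trough fluorescence over baseline after final BAM8-22 challenge near maximal dose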
TRPC4 agonist: opens the mouse TRPC4 cation channel; Q9QUQ5; AID 2237; B-score at 10 µM; HEK293 TRPC4beta/mu-opioid, Fluo4 calcium fluorescence; hits give high values; 0.49% of 310,000 active;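 active = B-score above 5 SD of library B-scores, and initial fluorescence ratio not above library mean plus 5 SD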;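 note: positive B-score marks a calcium rise read as TRPC4 activation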
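Test system: HEK293 cells stably co-expressing mouse TRPC4beta and mu-opioid receptor | Schedule: Fluo4 dye loading 45 min at room temperature, 110 s recording | Measured by: Kinetic Fluo4 calcium fluorescence, 5 s baseline at 1 Hz | Evaluation: B score of integrated ratio | Controls: Buffer (low) and maximal DAMGO (high)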
ANO1 block: mouse TMEM16A channel inhibition, primary screen | Q8BHY3 | HEK293 TMEM16A/YFP iodide influx fluorescence, ionomycin | normalized B-score (activity score, 25-100; higher = stronger inhibition) at 10 µM | 1.2% of 310,000 active | AID 588511;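 active = ratio plate-corrected score three or more library SD toward inhibition, starting fluorescence score within five deviations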;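 note: score derived from kinetic fluorescence span divided by baseline fluorescence per well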
MrgX1 ag: agonists of human MrgX1 receptor. Q96LB2. MrgX1-HEK293 cells, Fluo-4 calcium fluorescence, agonist mode; hits give high values. B-score at 10 µM. 0.44% of 310,000 active;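 active = calcium response B-score plate-corrected fluorescence ratio at least 3 library SD, with starting fluorescence B-score inside 5 SD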
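Material: MrgX1-expressing HEK293 cells; input: 15,000 cells per well; doses: test compound given as first of three sequential additions; schedule: overnight plating before 1 h dye loading; technique: Fluo-4 NW calcium-flux fluorescence, kinetic read; evaluation: baseline-normalised fluorescence change ratio, B-scored; control set: plate-wise positive and negative controls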
TRPC6 inhibitor: inhibitors of mouse TRPC6 channel; B-score at 10 µM; HEK293-TRPC6, membrane potential dye, ACh-evoked depolarization; hits give low values; Q61143; 1.1% of 310,000 active; AID 2553;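 active = B-score under library mean minus 3 SD, initial fluorescence not abnormally high, positive integrated signal ratio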;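 note: B-score derived from integrated fluorescence ratio over the kinetic read; more negative B-score means stronger inhibition of depolarization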
ANO1 activ: activates or potentiates the mouse TMEM16A chloride channel; Q8BHY3; HEK293 TMEM16A/YFP-H148Q/I152L, iodide quench fluorescence; hits give low values; B-score at 10 µM; 0.3% of 340,000 active; AID 623877;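 active = fluorescence-ratio B-score plate-corrected deviation score at least 3 library SD below zero, with starting fluorescence score within 5 deviations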;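 note: channel opened by trigger with iodide after compound preincubation; score built on the fluorescence ratio of max minus min over baseline; more negative score means more quench and so TMEM16A activation or potentiation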
TRPC4 block: TRPC4 (mouse) channel inhibition; Q9QUQ5; HEK293 TRPC4beta/mu-opioid, DAMGO-evoked Fluo4 calcium flux; hits give low values; B-score at 10 µM; 0.39% of 300,000 active; AID 2247;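 active = B-score over 3 SD under the library average, no early fluorescence shift, positive overall ratio signal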
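Assay system: TRPC4beta/mu-opioid receptor HEK293 cell line; compound dosing: single concentration per test compound; detection: Fluo4 Ca2+ flux fluorescence; evaluation: per-well B score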
MrgX1 allo act: allosterically activates human MrgX1 receptor signaling; MrgX1-HEK293, Fluo-4 calcium flux, FDSS; hits give high values; B-score at 10 µM; 0.63% of 310,000 active; AID 588675;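 active = plate-corrected calcium response at least 3 library SD above typical, normal starting fluorescence, not activating the receptor alone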;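 note: compound read alongside a low EC10 to EC30 dose of BAM8-22 agonist; peak minus trough fluorescence over baseline measured at the second addition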
* marks the source's active call; other numbers are inactive results; i = inactive; . = not tested or not shown. Rows were taken by chance; 6.7% or so of the library scored in one or more.

The opening two compounds as a preview:
compound | TRPC4 PAM | MrgX1 ag | SKKanGAS inh | MrgX1 antagonist | TRPC4 agonist | TRPC4 block | TRPC6 act | ANO1 activ | MrgX1 allo act | TRPC6 inhibitor | ANO1 block
CSC1=C(C#N)C(c2ccccc2Cl)C(C(C)=O)=C(C)N1 (stereo not given) | i | i | 5 | i | i | i | i | i | i | i | i
O=C(NCCc1ccccc1F)C1CCCN1S(=O)(=O)c1ccc2ccccc2c1 (stereo not given) | i | i | -6 | i | i | i | i | i | i | i | i

All compounds of this part, repeating the preview:
compound | TRPC4 PAM | MrgX1 ag | SKKanGAS inh | MrgX1 antagonist | TRPC4 agonist | TRPC4 block | TRPC6 act | ANO1 activ | MrgX1 allo act | TRPC6 inhibitor | ANO1 block
CSC1=C(C#N)C(c2ccccc2Cl)C(C(C)=O)=C(C)N1 (stereo not given) | i | i | 5 | i | i | i | i | i | i | i | i
O=C(NCCc1ccccc1F)C1CCCN1S(=O)(=O)c1ccc2ccccc2c1 (stereo not given) | i | i | -6 | i | i | i | i | i | i | i | i
COc1ccc(C(=O)NCCS(=O)(=O)NCCc2ccccc2)cc1 | i | i | -1 | i | i | i | i | i | i | i | i
C=CCNc1nc(Cl)ncc1F | i | i | -3 | i | i | i | i | i | i | i | i
Cc1ccc(NC(=S)N2CCN(Cc3ccccc3)CC2)cc1 | i | i | -4 | i | i | i | i | i | i | i | i
Cc1ccccc1-c1nnc(SCC(=O)Nc2c(C)n(C)n(-c3ccccc3)c2=O)o1 | i | i | 1 | i | i | i | i | i | i | i | i
O=C(CSc1nnc(NC(=O)c2cccc(F)c2)s1)NC1CCCC1 | i | i | 1 | i | i | i | i | i | i | i | i
CN(C)C(CNC(=O)Cc1cccc(C(F)(F)F)c1)c1ccccc1 (stereo not given) | i | i | -1 | i | 161* | -7* | i | i | i | i | i
Cc1ccc(Cl)cc1NC(=S)N(CCCN1CCN(C)CC1)Cc1cccs1 | i | i | -7 | i | i | i | i | i | i | i | i
O=C(Cn1nc(C(=O)O)c2ccccc2c1=O)Nc1nc(-c2ccccc2)cs1 | i | i | -3 | i | i | i | i | i | i | i | i
CN1CCN(C(=O)C2=C[C@H](c3csc4ccccc34)C[C@H](OCc3ccc(CO)cc3)O2)CC1 | i | i | -2 | i | i | i | i | i | i | i | i
COC(=O)c1ccccc1NC(=O)CN1CCC(NC(=O)c2ccccc2C)CC1 | i | i | 2 | i | i | i | i | i | i | i | i
NS(=O)(=O)c1cccc(NC(=O)c2cccc3c(Br)cccc23)c1 | i | i | 8 | i | i | i | i | i | i | i | i
Cc1nc(NC(=O)CSc2nnc(C3CC3)n2C)sc1C | i | i | -2 | i | i | i | i | i | i | i | i
COc1ccc2c(CC(=O)Nc3ccc(N4CCOCC4)cc3)coc2c1 | i | i | 2 | i | i | i | i | i | i | i | i
CC(CN1CCCC1)OC(=O)c1ccc(Cl)cc1Cl (stereo not given) | i | i | -3 | i | i | i | i | i | i | i | i
CCCCNC(=O)c1cc2nc3c(c(C(F)(F)F)n2n1)CCc1ccccc1-3 | i | i | -9 | i | i | i | i | i | i | i | i
CN(CC(=O)Nc1cccc2c1CCCC2)S(=O)(=O)c1ccccc1 | i | i | 0 | i | i | i | i | i | i | i | i
S=C(NNc1nc(Nc2ccccc2)nc(N2CCCCC2)n1)NC1CCCCC1 | i | i | 60* | i | i | i | i | i | i | i | i
CC1(C(=O)N2CCN(Cc3ccccc3Cl)CC2)CC1(Cl)Cl (stereo not given) | i | i | 7 | i | i | i | i | i | i | i | i
CCOC(=O)C(NC(C)=O)(Nc1ccc(S(=O)(=O)Nc2ncccn2)cc1)C(F)(F)F (stereo not given) | i | i | 4 | i | i | i | i | i | i | i | i
Cc1csc2ncc(C(=O)N(Cc3ccccc3)c3ccccn3)c(=O)n12 | i | i | -4 | i | i | i | i | i | i | i | i
COc1cc(OC)c(NC(=O)c2cncn2-c2ccc(F)cc2)cc1Cl | i | i | 5 | i | i | i | i | i | i | i | i
Cc1ccsc1/C=C(/C#N)C(=O)NCc1ccccc1 | i | i | 12 | i | i | i | i | i | i | i | i
COc1ccc2oc(C(=O)OCC(=O)N3C(C)CCCC3C)c(C)c2c1 (stereo not given) | i | i | 44 | i | i | i | i | i | i | i | i
COC(=O)N1[C@H](Cc2ccccc2)C=C[C@]1(C)C(=O)O | i | i | 1 | i | i | i | i | i | i | i | i
CCOC(=O)c1cnc2sc3c(n2c1=O)CCCC3 | . | i | . | -5.2* | . | . | . | i | i | . | 100*
CSc1ccccc1NC(=O)CN(C1CCCCC1)S(C)(=O)=O | i | i | 1 | i | i | i | i | i | i | i | i
Cc1c(C(=O)NCCc2ccc(S(N)(=O)=O)cc2)cccc1[N+](=O)[O-] | i | i | -5 | i | i | i | i | i | i | i | i
Cc1cc(C)c(NC(=S)N(C)C)cc1C | i | i | 0 | i | i | i | i | i | i | i | i
Cn1cccc1Cc1nnc(SCC(=O)NC2CCCC2)n1CCc1ccccc1 | i | i | -4 | i | i | i | i | i | i | i | i
CCC(CC)c1nnc(NC(=O)Cc2cccs2)s1 | i | i | 3 | i | i | i | i | i | i | i | i
CCOC(=O)c1c(NC(=O)CSc2nnc(-c3ccncc3)n2Cc2ccco2)sc(C)c1C | i | i | 21 | i | i | i | i | i | i | i | i
CC(C)NC(=O)CSc1nc2ccccc2n1CC(=O)N1CCc2ccccc21 | i | i | -4 | i | i | i | i | i | i | i | i
COc1ccc(N/C=C/C(=O)c2ccccc2)cc1 | i | i | -4 | i | i | i | i | i | i | i | i
COc1ccc(N2CC(C)Cn3c2nc2c3c(=O)n(CCc3ccccc3)c(=O)n2C)cc1 (stereo not given) | i | . | 3 | . | i | i | i | i | . | i | .
CNC(=O)c1ccsc1NC(=O)CS(=O)(=O)c1ccccc1 | i | i | 0 | i | i | i | i | i | i | i | i
COc1ccc(S(=O)(=O)N2CCCC(C(=O)NCc3ccc(F)cc3)C2)cc1 (stereo not given) | i | i | 3 | i | i | i | i | i | i | i | i
CC1(O)C(=O)C=C2C=C(c3ccsc3)OC=C2C1=O (stereo not given) | i | i | 4 | i | i | i | i | . | i | i | i
O=C(O)COc1ccccc1/C=N/NC(=O)CNC(=O)c1ccco1 | i | i | 4 | i | i | i | i | i | i | i | i
O=C(NCCc1ccccn1)c1ccc(S(=O)(=O)N2CCCCCC2)cc1 | i | i | -1 | i | i | i | i | i | i | i | i
CC1(C)CC(C(=O)NCCC(c2ccccc2)c2ccco2)CCO1 (stereo not given) | i | i | 0 | i | i | i | i | i | i | i | i
Cc1nc2scc(-c3ccccc3)c2c(=O)n1N | i | i | 3 | i | i | i | i | i | i | i | i
CC(C)(C)/C(Cn1cncn1)=N\OC(=O)Nc1ccc(Cl)cc1 | i | i | -2 | i | i | i | i | i | i | i | i
O=C(NC1(O)C(=O)c2ccccc2C1=O)c1ccccc1 | i | i | 1 | i | i | i | i | i | i | i | i
COC(=O)c1ccc(C(=O)OC)c(NC(=O)c2cccnc2)c1 | i | i | 2 | i | i | i | i | i | i | i | i
O=C(O)C(Oc1ccc2ccccc2c1)c1ccccc1 (stereo not given) | i | i | -12 | i | i | i | i | i | i | i | i
CCOC(=O)c1cnc(-n2nc(C)cc2C)nc1NNc1nc(-c2ccccc2)cc(-c2ccccc2)n1 | i | i | 105* | i | i | i | i | i | i | i | i
COc1cc(C2NC(=S)NC3=C2CCc2ccccc23)cc(OC)c1OC (stereo not given) | i | i | 21 | i | i | i | i | i | i | i | i
O=C(O)Cc1sc(Nc2ccccc2)nc1-c1cccs1 | i | i | -11 | i | i | i | i | i | i | i | i
CCCOc1ccc(/C=C/c2c([N+](=O)[O-])c(=O)n(C)c(=O)n2C)cc1 | i | i | 50* | i | i | i | i | i | i | i | i
Nc1nccc(/C=C/c2ccc(Cl)cc2)n1 | i | i | 8 | i | i | i | i | i | i | i | i
COC(=O)c1cn(C(=O)c2cc(OC)cc(OC)c2)c2ccccc12 | i | i | -1 | i | i | i | i | i | i | i | i
CC(=O)Nc1sc2c(c1C(c1ccc(F)cc1)N1CCOCC1)CCCC2 (stereo not given) | i | i | 2 | i | i | i | i | i | i | i | i
COc1ccc2nc(NC(=O)CCn3cccc3)sc2c1 | i | i | 8 | i | i | i | i | i | i | i | i
CC1=[N+](CC(=O)NC(C)(C)C)CCc2ccccc21 | i | i | 3 | i | i | i | i | i | i | i | i
Cc1cccn2c(CNCCc3ccccn3)c(C(=O)N3CCOCC3)nc12 | i | i | 26 | i | 171* | i | i | i | i | i | i
Cc1ccc(-n2c3c(cc(C(=O)NCc4ccco4)c2=O)C(=O)CC(C)(C)C3)cc1 | i | i | 2 | i | i | i | i | i | i | i | i
CCCC1CC(CSC(=N)N)OC1=O (stereo not given) | i | i | 2 | i | i | i | i | i | i | i | i
CC(C)(C)c1cn(-c2ccc(Cl)cc2)c(=S)[nH]1 | i | i | 1 | i | i | i | i | i | i | i | i

Remaining list, next part:
compound | TRPC4 PAM | MrgX1 ag | SKKanGAS inh | MrgX1 antagonist | TRPC4 agonist | TRPC4 block | TRPC6 act | ANO1 activ | MrgX1 allo act | TRPC6 inhibitor | ANO1 block
Cc1ccoc1C(=O)Nc1cccc(Oc2ccccc2)c1 | . | i | 8 | i | . | . | . | i | i | . | i
NC(=O)c1ccc2c(=O)n3c(-c4cc(Cl)c(N)c(Cl)c4)csc3nc2c1 | i | i | 8 | i | i | i | i | i | i | i | i
CCOC(=O)CC(=O)c1cc(OC)c(OC)c(OC)c1 | i | i | -1 | i | i | i | i | i | i | i | i
O=C(NCc1ccccn1)C(=O)C1C(=O)Nc2ccccc21 (stereo not given) | i | i | -17 | i | i | i | i | i | i | i | i
O=C(NN1C(=O)C2C(C1=O)C1C=CC2C12CC2)c1cccnc1 (stereo not given) | i | i | -1 | i | i | i | i | i | i | i | i
COc1ccc(C2=NOC(C(=O)NCCN3CCOCC3)C2)cc1 (stereo not given) | i | i | 2 | i | i | i | i | i | i | i | i
CC(C)NC(=O)c1ccc(CS(=O)(=O)c2ccc(Br)cc2)o1 | i | i | -8 | i | i | i | i | i | i | i | i
O=C(CSc1nnc2ccccn12)NNC(=O)c1ccc([N+](=O)[O-])cc1 | i | i | -13 | i | i | i | i | i | i | i | i

Source: PubChem (several laboratories)
